# Source: PubChem BioAssay (National Center for Advancing Translational Sciences (NCATS))
# Glioma ERSR ind – inducers of ER stress response in human glioma cells; 420,000 compounds, 0.02% hits; AID 602332; Potency, µM, without a hit: top-dose activation, usual class: activators; U87-MG GRP78 promoter luciferase reporter, 16 h; also: potency is read from the fitted curve at half-maximal effect; series mostly up to about 76 µM; % of control where 0% means no effect; nearly all actives have a fitted effect of over 35% in size
#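 Stably transfected U87-MG human glioma cells carrying a GRP78-based luminescent sensor were seeded at 1000 cells/well, pin-dosed with compounds and incubated 16 h. Luciferase reagent was then added, and end-point luminescence was read after 10 min at room temperature.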
# LDHA block – LDHA (human) enzyme inhibition; purified LDHA, NADH/diaphorase-resazurin fluorescence; stronger effect = lower value; P00338; activity change, % (values are at about 110 or 230 µM); 480,000 compounds, 0.15% hits; in the data active = activity change below about -30%; inconclusive = mostly about -25% to -30%;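 also: plate controls were DMSO wells for no effect and wells without enzyme for full effect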
#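 Human LDH5 at 2 nM final in Tris HCl pH 7.4 with 0.06 mM NADH and 0.2 mM pyruvate, reacted 5 minutes at room temperature. Remaining NADH coupled via diaphorase/resazurin; resorufin fluorescence read at 0 and 20 minutes, normalized to enzyme-free and DMSO wells.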
# D1 PAM – enhances dopamine response at the human D1 receptor; P21728; HEK293 TREx D1 cells, calcium flux, dopamine EC20 potentiation; potentiation, % at 10 µM; 360,000 compounds, 0.036% hits; AID 504651; in the data active = potentiation above about 30%; also: 0% is about no effect
# Target sequence (P21728 whole entry, looked up): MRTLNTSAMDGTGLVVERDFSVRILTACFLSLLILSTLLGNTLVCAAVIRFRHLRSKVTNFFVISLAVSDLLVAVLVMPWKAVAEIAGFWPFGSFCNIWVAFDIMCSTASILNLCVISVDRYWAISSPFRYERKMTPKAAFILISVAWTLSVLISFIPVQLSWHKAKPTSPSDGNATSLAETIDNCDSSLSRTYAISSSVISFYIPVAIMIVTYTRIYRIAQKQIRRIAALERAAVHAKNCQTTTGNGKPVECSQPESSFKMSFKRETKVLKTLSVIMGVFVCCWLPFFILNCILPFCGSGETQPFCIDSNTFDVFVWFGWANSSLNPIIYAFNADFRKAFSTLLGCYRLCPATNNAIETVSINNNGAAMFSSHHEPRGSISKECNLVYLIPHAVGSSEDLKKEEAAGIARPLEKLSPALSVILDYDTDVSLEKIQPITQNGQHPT
# Vif-APOBEC3G blk – Vif-A3G binding inhibition; Q9HC16; HeLa A3G-eYFP + Vif (tagged APOBEC3G with the HIV-1 protein that degrades it), YFP fluorescence, overnight; Potency, µM (highest dose often 46.1 µM), for the others: at the highest dose activity, negative = active, actives largely listed as inhibitors; 410,000 compounds, 0.076% hits; AID 602310;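 also: potency is read from the fitted curve at half-maximal effect; % is scaled to controls: 0 for no effect and ±100 for the full control effect; nearly all actives have a fitted effect of over 60% in size; hits raise eYFP signal because A3G escapes Vif-driven loss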
# Target sequence (Q9HC16 whole entry, looked up): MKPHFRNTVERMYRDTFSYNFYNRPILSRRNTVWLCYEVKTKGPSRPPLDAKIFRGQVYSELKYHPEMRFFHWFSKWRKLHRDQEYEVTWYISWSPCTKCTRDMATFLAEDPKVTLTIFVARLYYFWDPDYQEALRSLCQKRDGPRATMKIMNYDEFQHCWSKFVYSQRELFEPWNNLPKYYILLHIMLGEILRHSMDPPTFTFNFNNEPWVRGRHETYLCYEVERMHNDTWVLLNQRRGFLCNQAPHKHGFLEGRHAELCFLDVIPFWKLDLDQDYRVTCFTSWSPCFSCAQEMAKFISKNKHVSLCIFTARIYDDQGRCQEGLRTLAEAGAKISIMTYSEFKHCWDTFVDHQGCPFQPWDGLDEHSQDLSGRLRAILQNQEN
#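 Read-out is eYFP fluorescence (Ex 488/Em 500-530) from Vif-expressing HeLa A3G-eYFP cells; more signal means A3G escaped Vif-mediated degradation. Cells plated overnight, compound pinned in, incubated overnight at 37 deg C.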
# D1 ag – activates the human D1 dopamine receptor; P21728; HEK293 T-REx D1 cells, calcium flux, agonist mode; activation, % at 2 µM; 360,000 compounds, 1% hits; AID 504660; in the data active = activation above about 30%; also: 0% is about no effect
#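 Inducible HEK293 T-REx D1 cells, force-coupled to calcium signalling, were plated at 4000 cells/well with tetracycline and held overnight at 30 C. After no-wash calcium dye loading, compound-evoked calcium rise over 180 s flagged agonists.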
# D1 antag – blocks dopamine activation of the human D1 receptor; 360,000 compounds, 3.2% hits; P21728; HEK293 TREx D1 cells, calcium flux, dopamine EC80; stronger effect = lower value; activity change, negative = inhibition, % at 10 µM; AID 504652; in the data active = activity change below about -30%; also: % is scaled to controls: 0 for no effect and ±100 for the full control effect
#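 Tetracycline-induced HEK293 Trex D1 cells, force-coupled to calcium, dye-loaded; compounds added and read 180 s, then EC80 dopamine added and calcium flux tracked kinetically another 180 s.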
# D2 PAM – D2 dopamine receptor (human) potentiation. P14416. HEK293 T-REx D2, calcium flux, EC20 dopamine potentiation. potentiation, % at 10 µM. 340,000 compounds, 0.34% hits. AID 485347;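 active = potentiation over 3 SD above the plate norm, cut at about 30% in these data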; also: 0% is about no effect
#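 Primary screen. Calcium kinetics in induced HEK293 T-REx D2 cells: compound pre-addition 180 s, EC20 dopamine, 180 s more.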
# Vif-APOBEC3F blk – blocks the Vif interaction with APOBEC3F; HeLa A3F-eYFP + Vif (tagged APOBEC3F with the HIV-1 protein that degrades it), YFP fluorescence increase; Potency, µM (doses to about 46.1 µM), inactives show at the highest dose activity, negative = active; 390,000 compounds, 0.2% hits; AID 602313; also: potency is read from the fitted curve at half-maximal effect; % of control where 0% means no effect; nearly all actives have a fitted effect of over 65% in size
#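 HeLa cells stably expressing Vif plus C-terminally eYFP-tagged A3F were seeded, incubated overnight at 37 deg C, dosed with compound, incubated overnight again at 37 deg C. Yellow fluorescence (Ex 488/Em 500-530) reported blocked Vif-mediated A3F-eYFP degradation.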
# RXFP1 agonist – activates the human relaxin receptor RXFP1 | HEK293T-RXFP1 cAMP TR-FRET, 30 min; response scale: percent of porcine relaxin response, buffer zero | Potency, µM (doses to about 57.5 µM), for the others: top-dose activation, actives largely listed as activators | 370,000 compounds, 0.3% hits | AID 2676; also: potency is read from the fitted curve at half-maximal effect; % is scaled to controls: 0 for no effect and ±100 for the full control effect; nearly all actives have a fitted effect of over 60% in size; many of its hits are not listed in these tables
#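 HEK293T cells stably expressing RXFP1 were pretreated with the PDE4 inhibitor Ro 20174, exposed to compounds for 30 min at 37C, lysed, and cAMP was read by TR-FRET. Data normalized to buffer (basal) and 29 nM porcine relaxin (100%).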
# Active calls of the source: *; ? = inconclusive; nt = no result given; & = joins results of further samples. Unless noted, calls follow the shape of the dose curve; as a rule, active = well fitted curve in the direction sought with a large enough effect; inconclusive = small, poorly fitted or top-dose-only effect, or another doubt; inactive = no such curve, though single readings can be large; an effect the other way counts as inactive or inconclusive. Some of the compounds tested (hit frequency here may not be typical).
SMILES,Glioma ERSR ind,LDHA block,D1 PAM,Vif-APOBEC3G blk,D1 ag,D1 antag,D2 PAM,Vif-APOBEC3F blk,RXFP1 agonist
O=C1c2ccccc2C2=Nc3ccccc3SC(c3ccc(Cl)cc3)C12 (centres undefined),-4%,-4,-8,-1%,3,7,8,2%,5.9%
Cc1nn(CC(=O)NCCCN2C(C)CCCC2C)c(=O)c2cc3occc3n12 (centres undefined),-1%,-2,2,0%,8,13,-6,3%,15%
CC(NC(=O)OCc1ccccc1)C(=O)Oc1cc2oc(=O)cc(-c3ccccc3)c2cc1Cl (centres undefined),-2%,4,-5,1%,4,-16,1,-14%,3.4%
COc1cccc(C(=O)Nc2cccc(C(=O)NCC(C)C)c2)c1,-4%,-5,2,0%,0,-3,11,3%,0.3%
Cn1c(SCC(=O)c2ccccc2)nnc1-c1ccco1,-2%,-8,-15,-1%,0,17,0,-1%,-0.4%
CCOC(=O)C1CCN(Cc2cnc(Oc3ccc(C(C)(C)C)cc3)s2)CC1,-5%,1,-6,1%,30,8,17,-2%,-6.3%
CC(C)(C)n1nc2c(c1NC(=O)c1ccc(S(=O)(=O)N3CCCCC3)cc1)CS(=O)C2 (centres undefined),-6%,1,-5,-5%,3,2,3,7%,1.4%
O=S(=O)(Cc1ccccc1Cl)N1CCN(Cc2ccc3c(c2)OCO3)CC1,-2%,-3,4,4%,41*,-34*,17,-4%,1.4%
N=c1oc2ccc(Cl)cc2cc1C(=O)NC1CCCCCC1,-2%,-2,2,0%,1,17,5,2%,2.8%
CCc1ccc(NC(=O)C2CCCN2S(=O)(=O)c2ccc3nc(-c4ccccc4)[nH]c3c2)cc1 (centres undefined),-2%,-2,0,2%,1,-4,4,8%,-1.9%
O=C(Cc1ccccc1)NNC1=NS(=O)(=O)c2ccccc21,0%,-4,-9,-1%,1,-15,12,12%,0.0%
Cc1cc(C)n(CC(=O)c2cccc([N+](=O)[O-])c2)n1,-2%,-1,8,0%,1,10,-10,10%,-0.4%
O=C1c2cccc3cccc(c23)N1Cc1ccc(F)cc1,3%,-3,-12,-3%,7,0,16,2%,1.4%
FC(F)(F)COc1ccc(-n2ccnc2)nn1,-3%,-2,1,1%,2,10,-3,12%,0.1%
CN1C[C@H]2CON(C)[C@H]2C[C@H]1c1cccc(-c2ccc(C#N)cc2)c1,-1%,-4,nt,1%,nt,nt,nt,0%,nt
CCN(CC)C(=O)C1=C(C)N(Cc2ccc(C(C)(C)C)cc2)C(=O)C(CC(=O)NCCCCc2ccccc2)C1 (centres undefined),3%,3,nt,-15%,nt,nt,nt,-7%,nt
C/C(=N/O)c1cc(C(C)(C)C)c(O)c(C(C)(C)C)c1,-5%,-9,3,-2%,24,14,7,-7%,-0.4%
COc1cccc(CNC(=O)c2cnc3c(-c4ccc(F)cc4)c(C)nn3c2C)c1,-3%,1,-9,2%,2,-29,8,4%,3.5%
COc1ccc(C(=O)N2CCCC(N3CCN(c4ccccc4F)CC3)C2)c(OC)n1 (centres undefined),0%,-13,2,2%,6,-16,-12,0%,-1.7%
Cc1ccccc1C(=O)Nc1cccc(NC(=O)c2ncn[nH]2)c1,-1%,2,4,0%,4,-2,3,2%,0.8%
COc1cc(/C=C/C(=O)OCC(=O)NCCN2C(=O)CSC2=O)ccc1OCC#N,-5%,0,nt,-5%,3,-1,7,-4%,1.6%
CCc1ccc(/C=C2\SC(=S)N(CCC(=O)NCCCN3CCOCC3)C2=O)cc1,5%,-1,-14,4%,17,-37*,-7,-6%,-1.7%
CS(=O)(=O)c1ccc(NC(=O)c2cc3c(cc2Cl)N2CCCCCC2=NS3(=O)=O)cc1,0%,-9,nt,-2%,nt,nt,nt,0%,nt
O=C(C1=C[C@@H](c2ccccc2)C[C@@H](OCCCCO)O1)N1CCOCC1,-4%,-3,-3,1%,-5,-37*,2,6%,-2.6%
COc1cc(C(=O)NCc2ccc3c(c2)cc(C)n3C)cc(OC)c1OC,3%,7,-2,-18%,3,-2,-5,4%,5.6%

# Later entries:
SMILES,Glioma ERSR ind,LDHA block,D1 PAM,Vif-APOBEC3G blk,D1 ag,D1 antag,D2 PAM,Vif-APOBEC3F blk,RXFP1 agonist
Cc1ccc(OCC(=O)Nc2ccc3c(c2)C(=O)NC3=O)cc1,1%,0,-6,2%,9,-5,-13,1%,-0.1%
O=C(Nc1ccc(Cl)c(S(=O)(=O)N2CCOCC2)c1)c1ccc(OCC2CCCO2)cc1 (centres undefined),-11%,-7,-1,?,1,-6,0,-1%,-0.6%
CC(C)N(Cc1ccccc1)C(=O)COC(=O)c1cc(S(=O)(=O)N(C)C)ccc1N1CCCC1,-1%,-11,nt,-3%,nt,nt,nt,-9%,nt
CC1CN(c2ccc([N+](=O)[O-])cn2)CC(C)O1 (centres undefined),-8%,-4,0,0%,1,-10,-9,-5%,-0.7%
NC(=O)c1nn(CC(=O)Nc2cccc(S(=O)(=O)N3CCCC3)c2)c(=O)c2ccccc12,6%,1,-6,1%,0,14,-10,-14%,2.5%
CCN(CC)CCN1C(=O)C(O)=C(C(=O)c2cc3cccc(OC)c3o2)C1c1ccc(F)cc1 (centres undefined),-4%,1,1,1%,0,4,6,2%,30%
COc1ccccc1N1CCN(C(=O)CSc2nnc(NC(=O)C(C)C)s2)CC1,-2%,-2,-6,-4%,0,-10,-5,3%,2.0%
Cc1ncc([N+](=O)[O-])n1CC(=O)NC1CCCCC1,0%,-6,-8,3%,2,-6,7,0%,1.6%
CC/C(O)=C1\C(=O)CCCC1=NCCc1c(C)[nH]c2ccc(C)cc12,-4%,1,-7,1%,8,-9,0,-13%,0.7%
COc1ccc(Cl)cc1-n1c(CCC(=O)O)ccc1-c1ccc(C)cc1,-1%,1,-3,?,19,-15,-3,-6%,2.2%
Cc1sc2nc(COC(=O)c3cccc(S(=O)(=O)N(C)c4ccccc4)c3)[nH]c(=O)c2c1C,-3%,-9,2,-17%,12,5,-2,?,2.2%
CC(C)C(=O)C1=Cc2cc([N+](=O)[O-])ccc2OC1N1CCOCC1 (centres undefined),-4%,2,2,0%,5,-7,2,0%,-1.5%
c1ccc2c(c1)C(=NC1CCCCC1)NC2=NC1CCCCC1,-10%,-4,-10,1%,31*,13,0,-23%,2.4%
O=C(Cc1cn2ccsc2n1)OCc1nc2ccccc2s1,-2%,6,-2,-2%,5,-16,-10,5%,3.3%
Cc1ccc(S(=O)(=O)NCCC(=O)Nc2ccc(C)cc2C(=O)c2ccccc2)cc1,-4%,-1,-8,0%,3,-6,-7,-1%,-0.5%
CCOc1ccccc1CN1C(=O)c2ccccc2C1C(=O)NCC1CCCO1 (centres undefined),-3%,-3,-5,2%,2,23,6,-7%,1.6%
CCOc1ccc(NC(=O)CSc2nc3ccccc3nc2N2CCCC2)cc1,-2%,-17&-10,-3,-5%,4,-6,17,-3%,4.6%
Nc1ccc2c(Cl)cc(Cl)cc2c1,1%,4,nt,-11%,nt,nt,nt,-3%,nt
CN(CC(=O)Nc1c(Cl)cccc1Cl)C(=O)c1cccc(S(=O)(=O)NCc2ccccc2)c1,-4%,-7,6,1%,5,51,nt,-10%,-0.5%
COc1ccccc1NC(=O)NC1(C(=O)N2CCOCC2)CCCCC1,-3%,1,-3,6%,6,-7,-8,6%,-1.0%
COc1ccc(Sc2ccccc2CN(C)C)cc1OC,-2%,-2,1,-3%,5,2,-9,-4%,1.6%
COC(=O)C=CC(=NNc1ccccc1)c1ccccc1,-1%,-1,nt,-3%,nt,nt,nt,-15%,nt
CN(C)c1ccc(/C=C(/C#N)C(=O)NCc2ccccc2)o1,2%,-3,-4,?,102*,-3,-9,10µM*,-0.1%
O=C(Nc1ccncc1)c1ccc([N+](=O)[O-])cc1Cl,-5%,2,5,0%,3,4,-1,?,0.3%
Cc1ccc(C(=O)c2cn(Cc3ccc(Cl)cc3)c3nc(C)ccc3c2=O)cc1,-2%,-9,1,-23%,2,11,9,?,2.8%

# A draw from above in order of molar mass, low to high.
SMILES,Glioma ERSR ind,LDHA block,D1 PAM,Vif-APOBEC3G blk,D1 ag,D1 antag,D2 PAM,Vif-APOBEC3F blk,RXFP1 agonist
COC(=O)C=CC(=NNc1ccccc1)c1ccccc1,-1%,-1,nt,-3%,nt,nt,nt,-15%,nt
Cc1ccc(C(=O)c2cn(Cc3ccc(Cl)cc3)c3nc(C)ccc3c2=O)cc1,-2%,-9,1,-23%,2,11,9,?,2.8%
Cc1ccc(S(=O)(=O)NCCC(=O)Nc2ccc(C)cc2C(=O)c2ccccc2)cc1,-4%,-1,-8,0%,3,-6,-7,-1%,-0.5%

# (next part)
SMILES,Glioma ERSR ind,LDHA block,D1 PAM,Vif-APOBEC3G blk,D1 ag,D1 antag,D2 PAM,Vif-APOBEC3F blk,RXFP1 agonist
COc1ccccc1CNC(=O)C(Cc1ccccc1)NS(=O)(=O)c1ccc2c(c1)CCN2C(C)=O (centres undefined),-1%,-6,1,-14%,4,6,-3,2%,-1.7%
CC(C)NC(=O)CC1C(=O)N(Cc2ccccc2)C(C)c2nc3ccccc3n21 (centres undefined),-4%,-12,-4,-7%,0,-1,nt,4%,3.7%
CCOCCCn1c(SCC(=O)NC(C)(C)C)nc2ccccc2c1=O,-7%,2,-6,0%,4,-11,-3,1%,2.0%
Cc1cccc(C(C)(C)C)c1OCCN1CCCC1,-4%,-12,-5,2%,4,-32*,-27,9%,0.6%
CC1CCN(C(=O)COC(=O)/C=C/c2ccco2)CC1,-1%,2,nt,-11%,nt,nt,nt,-8%,nt
CCn1c(=O)c2ccccc2n2c(SCC(=O)NCc3cccs3)nnc12,-2%,-3,2,1%,0,-16,23,2%,4.2%
CCc1ccc(-c2nn(CC(=O)NC3CCCCC3)c3c2cnc2ccc(F)cc23)cc1,0%,-8,1,2%,1,9,-8,2%,-1.5%
CCN(CC)CCCN(C(=O)c1ccco1)c1nc(-c2ccc(Cl)cc2)cs1,2%,-2,-8,3%,19,-14,6,-6%,1.4%
CC(=O)c1ccc(NC(=O)CN(C)S(=O)(=O)c2cc3c(cc2C)NC(=O)CO3)cc1,-1%,0,0,2%,2,3,-6,1%,0.9%
